Growth percent in the NCI-60 one-dose screen (48 h, 10 µM unless noted): 100 = growth as untreated, 0 = no growth, -100 = all killed.
HOP-92 – HOP-92 NSCLC cells; hit rate 6.3% among 71,000; AID 1794738
LOX IMVI – LOX IMVI melanoma; hit rate 7.4% among 79,000
EKVX – EKVX NSCLC | hit rate 3% among 71,000
M14 – M14 melanoma; hit rate 6.2% among 80,000
CCRF-CEM – CCRF-CEM leukemia | hit rate 7% among 77,000 | AID 1794778
A549/ATCC – A549/ATCC NSCLC | hit rate 3.7% among 81,000 | AID 1794740
HOP-62 – HOP-62 NSCLC | AID 1794735 | hit rate 3.9% among 80,000
SK-MEL-5 – SK-MEL-5 melanoma | hit rate 6.4% among 80,000 | AID 1794755
* marks the source's active call; other numbers are inactive results; [ ] = remark or other dose. Rule for the calls: active = growth percent below 10; inactive = the rest. Compounds were not picked by outcome; overall some 12% were active at least once.

How did CCSc1nnc2c3cc(Br)ccc3n(C)c2n1 do in these assays?
LOX IMVI: 96; M14: 98; CCRF-CEM: 102; A549/ATCC: 102; HOP-62: 83

How did C#CCn1c2c(c3ccccc31)C[C@]1(C)[C@H]3CC=C4[C@@H]5CC(C)(C)CC[C@]5(C(=O)N5CCOCC5)CC[C@@]4(C)[C@]3(C)CC[C@H]1C2(C)C do in these assays?
HOP-92: 87; LOX IMVI: 110; EKVX: 89; CCRF-CEM: 94; A549/ATCC: 95; HOP-62: 105; SK-MEL-5: 95

How did C[C@H]1[C@H](C)CC[C@]2(C(=O)NCC#CCN3CCN(C)CC3)CC[C@]3(C)C(=CC[C@@H]4[C@@]5(C)Cc6c([nH]c7ccccc67)C(C)(C)[C@@H]5CC[C@]43C)[C@H]12 do in these assays?
HOP-92: 64; LOX IMVI: 71; EKVX: 86; M14: 71; CCRF-CEM: 67; A549/ATCC: 70; HOP-62: 93; SK-MEL-5: 88

What do the screens show for `C=CC(=O)N1CCN(c2ccc3nc4c(nc3c2C(F)(F)F)C(=O)c2ncccc2C4=O)CC1`?
HOP-92: -3.3*; LOX IMVI: -8.1*; EKVX: 30; M14: -60*; CCRF-CEM: -17*; A549/ATCC: 2.4*; HOP-62: 40; SK-MEL-5: -99*

What do the screens show for `O=C(O)c1cc(-c2ccc(Cl)c(Cl)c2)nc2cc3ccccc3cc12`?
HOP-92: 90; LOX IMVI: 107; M14: 95; CCRF-CEM: 84; A549/ATCC: 97; HOP-62: 99; SK-MEL-5: 93

Results for CCCCCCCNc1nc(-c2ccc(C(F)(F)F)cc2)ncc1-c1ccc(C(F)(F)F)cc1 ?
HOP-92: 134; M14: 98; CCRF-CEM: 125; A549/ATCC: 98; HOP-62: 110; SK-MEL-5: 101

What do the screens show for `Nc1ncnc2c1c(-c1cccc(Cl)c1)nn2CC(=O)N1CCc2ccccc2C1`?
HOP-92: 94; LOX IMVI: 97; EKVX: 97; M14: 101; CCRF-CEM: 94; A549/ATCC: 100; HOP-62: 97; SK-MEL-5: 101

How did O=c1[nH]c(NC2CCCC2)nc2c3c(sc12)CCCC3 do in these assays?
HOP-92: 92; LOX IMVI: 99; EKVX: 98; M14: 106; CCRF-CEM: 96; A549/ATCC: 95; HOP-62: 104; SK-MEL-5: 98

How did N=C(N)c1ccc(-c2ccc(-c3cccs3)s2)nc1 do in these assays?
HOP-92: -9.0*; LOX IMVI: 10; M14: 75; CCRF-CEM: 32; A549/ATCC: 2.7*; HOP-62: 67; SK-MEL-5: 69

What do the screens show for `Cc1ccc(C)c2c1sc1nc3nc4sc5cc(Cl)ccc5n4c(=N)c3c(=O)n12`?
HOP-92: 71; LOX IMVI: 93; EKVX: 94; M14: 95; CCRF-CEM: 88; A549/ATCC: 114; HOP-62: 90; SK-MEL-5: 96

What do the screens show for `Cc1cc(C)c(N=Nc2cc(C)c(N=Nc3c(S(=O)(=O)O)cc4cc(Nc5ccccc5)ccc4c3O)cc2C)c(S(=O)(=O)O)c1`?
HOP-92: 103; LOX IMVI: 96; EKVX: 105; M14: 104; CCRF-CEM: 102; A549/ATCC: 103; HOP-62: 101; SK-MEL-5: 108

What do the screens show for `O=C1c2ccccc2C(=O)c2c(Nc3cccc(S(=O)(=O)N(CCO)CCO)c3)ccc(O)c21`?
LOX IMVI: 92; M14: 98; A549/ATCC: 101; HOP-62: 80; SK-MEL-5: 85

How did COc1ccc(-c2cc(=O)c3c(OC)c4ccoc4c(/C=C/C=O)c3o2)cc1 do in these assays?
HOP-92: 72; LOX IMVI: -12*; M14: 28; CCRF-CEM: 0.8*; A549/ATCC: 91; HOP-62: 15; SK-MEL-5: 32

What do the screens show for `CCCCCCCCCCCC[n+]1ccc(C(N)=O)cc1`?
LOX IMVI: 26; EKVX: 22; M14: 11; CCRF-CEM: 13; A549/ATCC: 74; HOP-62: 34; SK-MEL-5: -7.0*

How did O=C1NC(=O)N(Cc2ccccc2)CC1Br (stereo not drawn) do in these assays?
LOX IMVI: 26; M14: 11; CCRF-CEM: 13; A549/ATCC: 102; HOP-62: 79; SK-MEL-5: 77

What do the screens show for `CC(C)(O)c1ccc[n+]([O-])c1`?
LOX IMVI: 93; M14: 96; CCRF-CEM: 108; A549/ATCC: 103; HOP-62: 108; SK-MEL-5: 96

What do the screens show for `O=c1ncn2nc(Sc3ccc(F)cc3F)ccc2c1-c1c(Cl)cccc1Cl`?
HOP-92: 98; LOX IMVI: 98; EKVX: 85; M14: 83; CCRF-CEM: 98; A549/ATCC: 60; HOP-62: 79; SK-MEL-5: 93

How did O=C(NNC(=O)N1c2ccccc2C=Cc2ccccc21)c1ccc(Br)cc1 do in these assays?
HOP-92: 91; LOX IMVI: 98; EKVX: 82; M14: 104; CCRF-CEM: 95; A549/ATCC: 102; HOP-62: 108; SK-MEL-5: 95

Results for CC1=C(C(=O)NN)C(c2ccccc2)NC(=O)N1 (stereo not drawn) ?
HOP-92: 95; LOX IMVI: 95; EKVX: 96; M14: 106; CCRF-CEM: 108; A549/ATCC: 96; HOP-62: 93; SK-MEL-5: 104

What do the screens show for `Nc1ccc(C2=NN(C(=O)c3cc(-c4ccccc4)nc4ccccc34)C(c3cc(-c4ccccc4)nn3-c3ccccc3)C2)cc1` (stereo not drawn)?
HOP-92: 82; LOX IMVI: 79; EKVX: 85; M14: 68; CCRF-CEM: 70; A549/ATCC: 78; HOP-62: 83; SK-MEL-5: 71

How did Cn1cc(-c2nc(N)nnc2-c2c[nH]c3ccc(F)cc23)c2cccnc21 do in these assays?
HOP-92: 46; EKVX: 62; M14: 26; CCRF-CEM: 27; A549/ATCC: 44; HOP-62: 20; SK-MEL-5: 35

What do the screens show for `COc1ccc(/C=C/C(=O)c2nnn(-c3ccc(C(=O)O)cc3)c2C)cc1OC`?
HOP-92: 102; LOX IMVI: 76; EKVX: 94; M14: 93; CCRF-CEM: 88; A549/ATCC: 98; HOP-62: 107; SK-MEL-5: 103

Results for Nc1cccc(-c2nc3sccn3c2-c2ccnc(NCCCNS(=O)(=O)c3ccc(F)cc3)n2)c1 ?
HOP-92: 89; LOX IMVI: 85; EKVX: 91; M14: 80; CCRF-CEM: 48; A549/ATCC: 97; HOP-62: 111; SK-MEL-5: 68

Results for C=CCn1c(SCC(=O)c2ccc(OC)cc2)nnc1-c1ccc(OC)cc1 ?
HOP-92: 89; LOX IMVI: 103; EKVX: 96; M14: 91; CCRF-CEM: 107; A549/ATCC: 99; HOP-62: 102; SK-MEL-5: -20*

Results for CCOC(=O)c1c2c(n3cccc(F)c13)C(=O)c1ncccc1C2=O ?
HOP-92: 38; LOX IMVI: -21*; EKVX: 28; M14: -33*; CCRF-CEM: 67; A549/ATCC: -9.8*; HOP-62: -37*; SK-MEL-5: -23*

What do the screens show for `O=c1ccc2nc(C(F)(F)F)nn(-c3ccccc3)c-2c1`?
HOP-92: 35; LOX IMVI: 4.3*; EKVX: 96; M14: 62; CCRF-CEM: -0.3*; A549/ATCC: 93; HOP-62: 69; SK-MEL-5: 33

Results for O=C1CCCN1c1nc(-c2ccc(Cl)cc2)c(Br)s1 ?
HOP-92: 99; LOX IMVI: 93; M14: 111; CCRF-CEM: 81; A549/ATCC: 97; HOP-62: 93; SK-MEL-5: 92

What do the screens show for `O=C1/C(=C/c2cccc(Br)c2)COc2ccc(O)cc21`?
HOP-92: 46; LOX IMVI: -37*; EKVX: 78; M14: 77; CCRF-CEM: 0.9*; A549/ATCC: 66; HOP-62: 87; SK-MEL-5: 88

Results for O=[N+]([O-])c1ccc(Oc2ccc(Br)cc2)c([N+](=O)[O-])c1 ?
HOP-92: 87; LOX IMVI: 28; EKVX: 83; M14: 85; CCRF-CEM: 52; A549/ATCC: 75; HOP-62: 84; SK-MEL-5: 98

Results for CCCCNc1cc(Cl)nc(N)n1 ?
LOX IMVI: 98; EKVX: 72; M14: 108; CCRF-CEM: 90; A549/ATCC: 115; HOP-62: 92; SK-MEL-5: 98

What do the screens show for `COc1ccc(Oc2ccc(/C=C/C(=O)c3ccc(OC)c(OC)c3)cc2)cc1`?
HOP-92: 84; LOX IMVI: 54; EKVX: 79; M14: 93; CCRF-CEM: 70; A549/ATCC: 82; HOP-62: 118; SK-MEL-5: 75

How did COc1cc2nc(-c3cccs3)cc(OCCCN3CCC(O)CC3)c2cc1OC do in these assays?
HOP-92: 62; LOX IMVI: 61; EKVX: 83; M14: 89; CCRF-CEM: 74; A549/ATCC: 87; HOP-62: 76; SK-MEL-5: 92

How did COc1cc(CNC(=O)CCCC/C=C/C(C)C)ccc1OCc1nnc(Nc2ccc([N+](=O)[O-])cc2)o1 do in these assays?
HOP-92: -2.6*; LOX IMVI: 55; EKVX: 75; M14: 66; CCRF-CEM: 79; A549/ATCC: 49; HOP-62: 68; SK-MEL-5: 46

Results for N#Cc1c(-c2ccccc2)nc(SCC(=O)c2ccc(Br)cc2)[nH]c1=O ?
HOP-92: 92; LOX IMVI: 105; EKVX: 106; M14: 96; A549/ATCC: 100; HOP-62: 92; SK-MEL-5: 106

What do the screens show for `CC(C)=CCC[C@](C)(O)[C@H]1CC[C@]2(C)[C@@H]1CC[C@@H]1[C@@]3(C)CC[C@H](OCCC#N)C(C)(C)[C@@H]3CC[C@]12C`?
HOP-92: 85; LOX IMVI: 86; EKVX: 88; M14: 95; CCRF-CEM: 75; A549/ATCC: 80; HOP-62: 85; SK-MEL-5: 85

Results for O=c1c2cc(-c3ccc(F)cc3F)ccc2n(Nc2ccccc2)c(=O)n1-c1cccc(C(F)(F)F)c1 ?
HOP-92: -33*; LOX IMVI: -4.7*; EKVX: 6.5*; M14: 22; CCRF-CEM: 16; A549/ATCC: 11; HOP-62: 11; SK-MEL-5: -54*

Results for Cc1ccccc1NC(=O)Oc1ccc(Cl)cc1C(=O)c1ccccc1 ?
HOP-92: 84; EKVX: 97; M14: 103; CCRF-CEM: 96; A549/ATCC: 91; HOP-62: 88; SK-MEL-5: 97

Results for O=C(NCN1C(=O)c2cccc3cccc(c23)C1=O)N1CCC(Cc2ccccc2)CC1 ?
HOP-92: 70; LOX IMVI: 98; EKVX: 93; M14: 92; CCRF-CEM: 80; A549/ATCC: 90; HOP-62: 94; SK-MEL-5: 101

Results for CCOc1ccc(-c2c(C#N)c(-c3ccc(Cl)cc3)nc3n[nH]c(-c4ccc(Cl)cc4)c23)cc1OC ?
HOP-92: 37; EKVX: 27; M14: 60; CCRF-CEM: 34; A549/ATCC: 55; HOP-62: 69; SK-MEL-5: 28

How did CCNC(=S)NNC(=S)N/N=C/c1cc(OC)c(OC)c(OC)c1 do in these assays?
HOP-92: 83; EKVX: 104; M14: 93; CCRF-CEM: 97; A549/ATCC: 99; HOP-62: 97; SK-MEL-5: 99

Results for Cc1[nH]c(C(=O)Nc2ccccc2OCc2cccc(C(=O)NCCN)c2)c(Cl)c1Cl ?
HOP-92: 85; LOX IMVI: -48*; EKVX: 89; M14: 88; CCRF-CEM: 25; A549/ATCC: 64; HOP-62: 69; SK-MEL-5: 95

How did O=c1[nH]c(=O)n(Cc2ccc(F)cc2)cc1F do in these assays?
HOP-92: 108[50 µM]; LOX IMVI: 96[50 µM]; EKVX: 105[50 µM]; M14: 109[50 µM]; CCRF-CEM: 104[50 µM]; A549/ATCC: 96[50 µM]; HOP-62: 109[50 µM]; SK-MEL-5: 104[50 µM]

What do the screens show for `CCCCCCCCCCCCCCCCSC(=S)N1CCCCC1`?
HOP-92: 106; LOX IMVI: 106; EKVX: 115; M14: 100; CCRF-CEM: 106; A549/ATCC: 104; HOP-62: 100; SK-MEL-5: 98

How did CCN(CC)CCCN1C(=O)c2c(c(C)c3c(oc4cc(OC)ccc43)c2C)C1=O do in these assays?
HOP-92: 87; LOX IMVI: 88; EKVX: 99; M14: 108; CCRF-CEM: 61; A549/ATCC: 93; HOP-62: 109; SK-MEL-5: 78
